Bioassay records from PubChem BioAssay.
RT RNaseH block: HIV-1 RT RNase H inhibitors, primary screen, biochemical, fluorescence | Gag-Pol polyprotein (Human immunodeficiency virus type 1 group M subtype B (isolate … | RT-RNase H RNA/DNA duplex cleavage | inhibition, % at 10 µM | hit rate 1.9% among 65,000; in the data active = inhibition above about 50%
RmlC RmlD mix: RmlC and RmlD coupled enzyme inhibitors, primary screen, biochemical, 384-well, compound mixtures, retest; RmlC/RmlD coupled enzyme inhibition, 384-well mixture HTS; inhibition, % at 5.5 µM; hit rate 0.39% among 110,000; AID 1532, 2009; in the data active = inhibition above about 30%, passing the limit was not always enough; also: strong numbers were not always called active
Active calls of the source: *; nt = no result given; + = active, no number. These rows are one share of the data. The share of hits here may be higher or lower than overall.

Second line of a record: RT RNaseH block	RmlC RmlD mix
CCN(CC)CCC(c1cc(OC)c(OC)c(OC)c1)c1c(OC)cc(OC)c2c(C)cc(=O)oc12 (centres undefined)
    nt	6
C(=N\Nc1nc(Nc2ccccc2)nc(N2CCOCC2)n1)/c1c[nH]c2ccccc12
    nt	-20
Cc1ccc(CN(C(=O)C(F)(F)F)C(C(=O)NC2CCCCC2)c2ccco2)cc1 (centres undefined)
    nt	-14
CCOc1c(Br)ccc2c1sc1nc[nH]c(=O)c12
    -22	-20
Cc1cc2cc(OCC(=O)O)ccc2n1C
    -13	2
Nc1c(C(=O)NCCN2CCOCC2)c2nc3ccccc3nc2n1CCc1ccccc1F
    -39	64
CCOC(=O)C1CCN(S(=O)(=O)c2cccc(-c3cn4cccc(C)c4n3)c2)CC1
    -2	7
CCOC(=O)c1cnc(-c2ccccc2)nc1Oc1ccc(Cl)c(Cl)c1
    nt	2
CCN(CC)S(=O)(=O)c1ccc2oc(SCC(=O)NCc3ccccc3)nc2c1
    nt	-12
CCOC(=O)c1cnn(-c2c(Cc3ccccc3)c(C)nc3c(-c4ccccc4)c(C)nn23)c1N
    nt	-5
CCC(=NCc1ccco1)c1c(O)n(Cc2ccccc2)c(=O)[nH]c1=O
    -63	-10
Cc1ccccc1NS(=O)(=O)c1cc(C(=O)Nc2ccccc2-c2ccccc2)ccc1Cl
    nt	-16
Cc1ccc(N(CC(=O)NCc2ccncc2)S(C)(=O)=O)cc1Cl
    -1	7
Cn1c(N2CCN(C(=O)C34CC5CC(CC(C5)C3)C4)CC2)nc2ccccc21
    2	nt
Cc1cc(Oc2ccccc2)nc2ccc(O)cc12
    -23	nt
O=C(Nc1ccc2c(c1)OCO2)C(c1ccc(Cl)cc1)N1CCN(C(=O)c2ccco2)CC1 (centres undefined)
    -26	-7
COc1ccc(CCn2c(C)cc(C(=O)CSc3nnc(N)s3)c2C)cc1
    -14	nt
CC(C)(C)c1cc2cccnc2n1Cc1ccccc1
    nt	17
CC(=O)c1cccc(NC(=O)N2CCCC2C(=O)Nc2ccccc2C)c1 (centres undefined)
    -7	nt
CCOC(=O)c1cc2c(ccn2C)n1CC(=O)N1CCN(c2ccc(F)cc2)CC1
    4	-8

The list continues:
Second line of a record: RT RNaseH block	RmlC RmlD mix
CCN(CC)Cc1cc(CCNC(=O)c2ccc(Cl)cc2)ccc1O
    nt	0
O=C(O)c1ccccc1S(=O)(=O)NCC(O)COc1ccc(Br)cc1 (centres undefined)
    -6	131
O=C(CN1CCCN(Cc2ccc(F)cc2Cl)C1=O)NC1CCCCCC1
    nt	-10
CC1=CC(C)(C)NC(=S)N1c1cccc(C)c1
    nt	0
Cc1ccc(N2C(=O)[C@@H]3[C@H](C2=O)C2c4ccccc4C=CN2[C@@H]3C(=O)c2ccco2)c(C)c1 (some centres undefined)
    -4	-8
C=CCn1c(=N)c(C(=O)NCCCOC)cc2c(=O)n3cccc(C)c3nc21
    -25	50*
COC(=O)c1ccc2c(c1)N(C)CCS2
    -24	-172
Cn1c(=O)c2c(nc(SCC(=O)N3CCCc4ccccc43)n2C)n(C)c1=O
    -10	nt
CCC1Sc2ccccc2N(CC(=O)NCc2ccccc2OC)C1=O (centres undefined)
    nt	15
Cc1csc(=NC(=O)c2ccccc2)n1C
    nt	-2
CC1(C)CC(=O)C2=C(C1)NC(=O)CC2C(=O)NCc1ccc(F)cc1 (centres undefined)
    -2	-15
O=C(NCc1nc2ccccc2[nH]1)C1=C[C@@H](C2CC2)C[C@@H](OCc2ccc(CO)cc2)O1
    nt	-12
CC(=O)N(CCC1(C(C)C)CCOC(C)(C)C1)Cc1ccco1 (centres undefined)
    nt	8
CCOC(=O)C1=C(CC)Nc2ccccc2N=C1NC(=O)c1ccc(S(=O)(=O)N(C)C)cc1
    nt	-14
COc1ccc(C2(NC(C)=O)CCN(C(=O)c3cccs3)CC2)cc1
    nt	1
O=C(c1ccco1)N1CCN(CC(=O)N(C2CCCCC2)C2CCS(=O)(=O)C2)CC1 (centres undefined)
    -3	4
Cc1cnn(-c2cc(Oc3ccccc3)ncn2)c1
    -2	5
CCCCNC(=O)C(C#N)c1nc2ccccc2nc1N1CCN(Cc2ccc3c(c2)OCO3)CC1 (centres undefined)
    5	nt
CCC(C)C(=O)N1CCCC(c2nc(-c3cccs3)no2)C1 (centres undefined)
    nt	6
Cc1ccc(OCCCC(=O)NC(C)c2ccccc2)cc1 (centres undefined)
    nt	-13

(cont.)
Second line of a record: RT RNaseH block	RmlC RmlD mix
CCCn1c2c(c(O)c(C(=O)NCc3ccccc3)c1=O)CCCC2
    nt	-26
Cc1ccc2c(c1)CC1(CN2C)C(=O)NC(=O)N(c2ccccc2C)C1=O (centres undefined)
    -8	-1
Cc1cc(C)nc(NC2=NCC(=O)N2c2cc(Cl)cc(Cl)c2)n1
    -6	3
CNC(=O)c1cc(Nc2nnc(C)c3ccccc23)ccc1OC
    nt	-12
COc1nc(Nc2cccc(C)c2)nc(N2CCCCC2)n1
    -16	nt
CN1CCc2c(sc3c2c(=O)n(-c2ccccc2)c2nncn32)C1
    -8	nt
CCN(Cc1cc2ccccc2[nH]c1=O)C(=O)c1cccnc1
    -2	-1
COC(=O)c1ccc(C23CC4(C2)[C@H](CN(CC2CCCCC2)[C@@H]4c2ccccc2)C3c2ccccc2)cc1 (some centres undefined)
    nt	-16
CCCNC(=O)c1ccccc1NS(=O)(=O)c1ccc2c(c1)OCCO2
    -2	9
c1ccc(CC2CCN(c3nc4ccccc4n4nnnc34)CC2)cc1
    1	-7
CCCC(=O)Nc1cc(-c2nn(C)c(=O)c3ccccc23)ccc1N1CCCCC1
    -6	-12
COc1cc(Br)c(S(=O)(=O)Nc2c(C)n(C)n(-c3ccccc3)c2=O)cc1OC
    -10	-11
O=C(NCc1cccc(C(F)(F)F)c1)C1CC(c2ccccc2F)=NO1 (centres undefined)
    nt	-82
O=C(NC1CCCCC1)C(c1cccs1)N(Cc1cccs1)C(=O)c1cccs1 (centres undefined)
    nt	-4
CCOC(=O)C(CC)n1cnc2c(nnn2-c2ccc(OC)cc2)c1=O (centres undefined)
    -6	2
Cc1cc(C(=O)CN2C(=O)NC3(CCCc4ccccc43)C2=O)c(C)n1Cc1ccco1 (centres undefined)
    nt	-8
Nc1ccccc1OCCOCCOc1ccccc1N
    -5	-13
CCOc1cc(NC(=O)c2ccco2)c(OCC)cc1NC(=O)c1cc(OC)c(OC)c(OC)c1
    -9	+
CC(/C=N\Nc1nnc2c(n1)[nH]c1c(C)cccc12)=C\c1ccco1
    nt	14
CC(Oc1ccccc1F)C(=O)NCCN1CCCCC1 (centres undefined)
    -11	-1

Additional results follow:
Second line of a record: RT RNaseH block	RmlC RmlD mix
CCOC(=O)C1Cn2c(nc3c(c2=O)C(C)(C)Cc2ccccc2-3)S1 (centres undefined)
    -11	-17
O=C(Nc1ccc(N2CCN(C(=O)c3ccco3)CC2)cc1)C(c1ccccc1)c1ccccc1
    nt	-8
N=c1c2c3c(sc2ncn1CCCN1CCOCC1)CCCCC3
    -23	-5
NCCCC[C@H]1CNC(=O)C(=O)N1CCCCC1CCCCC1
    nt	7
COc1ccc(CCNC(=S)Nc2cccc(C)c2C)cc1
    nt	-1
CN(C)CCCN1C(=O)CSC1c1ccccc1 (centres undefined)
    -5	7
Cc1ccc(C(C(=O)NCc2ccco2)N(C(=O)CNC(=O)c2cccs2)c2ccc(C)cc2C)cc1 (centres undefined)
    nt	-12
CCOC(=O)C1=C(C)OC(N)=C(C#N)C1c1ccc(OC)c(C)c1OC (centres undefined)
    -18	-13
CCOC(=O)Cc1nnc(NC(=O)c2ccco2)s1
    2	-4
Cc1ccc(-c2nc(SCC(=O)NCC3CCCO3)c(-c3ccc(C)cc3)[nH]2)cc1 (centres undefined)
    nt	-9
COc1ccc(Cn2c(=O)n(Cc3ccco3)c(=N)c3c4c(sc32)COC(C)(C)C4)cc1
    -11	-9
O=S(=O)(c1ccc(Cl)cc1)N1CCCC1c1nc(-c2cccc(Cl)c2)no1 (centres undefined)
    nt	-11
Cc1c(Cl)cccc1NC(=O)c1nc(C)n(-c2cc(OC(C)C)c(Cl)cc2Cl)n1
    nt	-3
COc1cc(/C=N/NC(=O)c2cccc([N+](=O)[O-])c2)ccc1OCc1ccc(C)cc1
    nt	-6
Cc1ccc(-n2c(=O)cc(N3CCC(C)CC3)[nH]c2=O)cc1
    -11	-9
COc1ccc(NC(=O)Nc2ccc(Br)cn2)cc1OC
    nt	-20
c1ccc(Oc2nc3ccccc3n3cccc23)cc1
    nt	2
CCOC(=O)CSc1nc(C)c2ccc(C)cc2n1
    nt	9
CCn1nnnc1SCC(=O)Nc1nc2ccc(OC)cc2s1
    nt	-12
Cc1c(O)ccc2c3c(c(=O)oc12)CCCC3
    -26	70

(next part)
Second line of a record: RT RNaseH block	RmlC RmlD mix
COC(C[C@H](O)[C@H](C)[C@H](O)COCc1ccccc1)OC
    nt	-6
CCn1cc(Br)c(C(=O)NC(C)c2ccccc2)n1 (centres undefined)
    -26	-12
CC(=O)c1cccc(-c2ccc3c(=O)[nH]c(Nc4ccccc4)cc3c2)c1
    nt	4
O=C(O)c1cccc(S(=O)(=O)Nc2ccccc2Cl)c1
    -6	nt
O=C(O)c1ccnc(C(=O)O)c1
    -3	6
Cc1cccc(NC(=O)C2NC(=O)CC2c2ccccc2)c1C (centres undefined)
    nt	3
COc1ccccc1C(=O)N1CCN(Cc2ccc3c(c2)OCO3)CC1
    0	-15
Cc1c(C(=O)NCc2ccoc2)oc2ccc3c(c12)C(=O)CC(C)(C)O3
    -8	nt
O=C(NNC(=S)Nc1ccc(F)cc1)c1ccccc1OC(F)F
    nt	-5
CC(=O)Nc1ccc(S(=O)(=O)NCC(=O)OCC(=O)N2CCc3ccccc32)cc1
    nt	27
CC(C)NC(=O)Nc1cccs1
    1	-2
O=C(COc1ccc(S(=O)(=O)N2CCCC2)cc1Cl)NCc1ccc2c(c1)OCO2
    -20	-15
Cc1cc(C)c2cc(C#N)c(SCC(=O)NCc3ccco3)nc2c1
    72*	nt
CC12CCC(C(=O)NCc3ccc4c(c3)OCO4)(OC1=O)C2(C)C (centres undefined)
    -6	7
CCCC[C@@H]1C[C@H]1[C@@H](NC(=O)c1ccco1)c1ccc(C(=O)OC)cc1
    nt	-18
CCOC(=O)N1CCN(S(=O)(=O)c2ccc(C(=O)NNc3nc4cc(C)cc(C)c4s3)cc2)CC1
    nt	-15
Cc1cc(C(=O)NCC(C)C)c2ccccc2n1
    nt	5
Cc1cc(NC(=O)c2noc3c2CCc2ccccc2-3)no1
    0	nt
CC(C)c1ccc(N2CCN(C(=O)c3ccccc3NC(=O)/C=C\C(=O)O)CC2)cc1
    nt	-17
CN1C(=O)N(c2cccc3ccccc23)C(n2cncn2)C1(C)C (centres undefined)
    -2	-10

(list continues)
Second line of a record: RT RNaseH block	RmlC RmlD mix
Cc1ccc2c(c1)nnn2C1CCN(CC(=O)N2CCN(c3ccc(F)cc3)CC2)CC1
    -46	5
N#C/C(C(=O)NCc1ccco1)=C1/SC(Cc2ccc(F)cc2)C(=O)N1c1ccccc1 (centres undefined)
    2	-4
Cc1nc(N)c(C#N)c(-c2ccccc2Cl)c1C
    nt	-13
Cc1ccc(-c2nnc(SCC(=O)N3CCOCC3)nc2-c2ccc(C)cc2)cc1
    nt	0
O=C(Nc1ccc(Oc2ccccc2)cc1)C1CCCN(c2ncccn2)C1 (centres undefined)
    17	nt
CCCC(C)c1nnc(NC(=O)CS(=O)(=O)Cc2ccccc2)s1 (centres undefined)
    nt	15
Cc1cccc(C(=O)N2CCC(=O)N(C(COCc3cccc(C(F)(F)F)c3)Cc3ccccc3)CC2)c1 (centres undefined)
    nt	-12
CN(CCc1ccccn1)S(=O)(=O)c1ccc2c3c(cccc13)C(=O)N2
    -27	21
COC(=O)Nc1ccc(S(=O)(=O)N2CCC(C)CC2)cc1
    nt	6
CCn1c(/N=C/c2c[nH]c3ccccc23)nc2ccccc21
    2	-11
O=C(O)c1cccc(NS(=O)(=O)c2ccc(Cl)c(C(=O)O)c2)c1
    -4	15
CCc1nnc(NC(=O)CSc2nnc3ncccn23)s1
    2	9
COc1ccc(S(=O)(=O)Nc2cc(C(=O)NCCC(C)C)ccc2N2CCOCC2)cc1
    19	0
CN1CCC(=NNC(=O)C(=O)Nc2ccccc2)CC1
    nt	6
O=C(/C=C/c1ncc(C(F)(F)F)cc1Cl)OCc1ccccc1
    nt	6
O=C1COc2cccnc2N1
    -3	-11
CC(=O)NCCC(=O)Nc1ccc(C)c(F)c1
    -2	11
Cc1nnc(SCc2cnc(-c3ccc(C(C)C)cc3)s2)n1C
    -10	3
Cc1cc(C)cc(NC(=O)N2CCCC2C(=O)Nc2ccc(-n3cnnn3)c(C)c2)c1 (centres undefined)
    nt	3
O=C(O)c1cccc(CSc2ncccn2)c1
    7	3
CC(=O)c1c(OC(=O)c2ccccc2)c2ccccc2n1C
    nt	17

In a second layout: results already given
SMILES,RT RNaseH block,RmlC RmlD mix
Cc1ccc2c(c1)nnn2C1CCN(CC(=O)N2CCN(c3ccc(F)cc3)CC2)CC1,-46,5
N#C/C(C(=O)NCc1ccco1)=C1/SC(Cc2ccc(F)cc2)C(=O)N1c1ccccc1 (centres undefined),2,-4

Compounds from the list above that contain bromine (5):
Second line of a record: RT RNaseH block	RmlC RmlD mix
CCOc1c(Br)ccc2c1sc1nc[nH]c(=O)c12
    -22	-20
O=C(O)c1ccccc1S(=O)(=O)NCC(O)COc1ccc(Br)cc1 (centres undefined)
    -6	131
COc1cc(Br)c(S(=O)(=O)Nc2c(C)n(C)n(-c3ccccc3)c2=O)cc1OC
    -10	-11
COc1ccc(NC(=O)Nc2ccc(Br)cn2)cc1OC
    nt	-20
CCn1cc(Br)c(C(=O)NC(C)c2ccccc2)n1 (centres undefined)
    -26	-12
